Compound activity (PubChem)
hIAP block: blocks human intestinal alkaline phosphatase | purified IAP, CDP-Star luminescence, 30 min | 330,000 tested, 0.12% active | inhibition, % at 10 µM | AID 2544 | P09923;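 active = inhibition reaching a set limit with compound at 10 µM in the primary screen, cut at about 35% in these data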;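 also: plate controls were DMSO wells with enzyme for no effect and no-enzyme buffer wells for full effect; values of inactives mirror those of a sister screen read the other way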
Target sequence (P09923 whole entry, looked up): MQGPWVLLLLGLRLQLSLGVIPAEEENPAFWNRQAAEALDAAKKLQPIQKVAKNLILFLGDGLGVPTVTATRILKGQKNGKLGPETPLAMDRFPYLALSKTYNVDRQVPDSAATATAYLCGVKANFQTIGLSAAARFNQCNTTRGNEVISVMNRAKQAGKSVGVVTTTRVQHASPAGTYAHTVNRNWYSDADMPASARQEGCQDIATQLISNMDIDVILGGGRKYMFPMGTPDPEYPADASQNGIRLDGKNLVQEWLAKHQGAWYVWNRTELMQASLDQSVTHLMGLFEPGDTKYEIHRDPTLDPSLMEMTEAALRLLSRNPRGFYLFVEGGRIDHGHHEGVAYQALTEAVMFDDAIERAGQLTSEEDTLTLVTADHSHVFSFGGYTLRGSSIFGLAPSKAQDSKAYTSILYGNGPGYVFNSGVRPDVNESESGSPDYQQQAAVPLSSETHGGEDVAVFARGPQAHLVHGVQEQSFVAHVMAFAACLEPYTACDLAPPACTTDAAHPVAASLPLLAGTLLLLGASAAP
A3G deaminase: blocks human APOBEC3G single-stranded DNA deamination; AID 493012; 330,000 tested, 0.28% active; recombinant A3G, ssDNA deamination FAM/TAMRA fluorescence; Q9HC16; inhibition, % at 20 µM;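 active = inhibition of at least 40% at 20 µM, with no more than 30% in the related APOBEC3A deaminase screen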;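 also: plate controls were DMSO wells with A3G for no effect and wells lacking A3G enzyme for full effect; some compounds called inactive have numbers as strong as hits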
Target sequence (Q9HC16 whole entry, looked up): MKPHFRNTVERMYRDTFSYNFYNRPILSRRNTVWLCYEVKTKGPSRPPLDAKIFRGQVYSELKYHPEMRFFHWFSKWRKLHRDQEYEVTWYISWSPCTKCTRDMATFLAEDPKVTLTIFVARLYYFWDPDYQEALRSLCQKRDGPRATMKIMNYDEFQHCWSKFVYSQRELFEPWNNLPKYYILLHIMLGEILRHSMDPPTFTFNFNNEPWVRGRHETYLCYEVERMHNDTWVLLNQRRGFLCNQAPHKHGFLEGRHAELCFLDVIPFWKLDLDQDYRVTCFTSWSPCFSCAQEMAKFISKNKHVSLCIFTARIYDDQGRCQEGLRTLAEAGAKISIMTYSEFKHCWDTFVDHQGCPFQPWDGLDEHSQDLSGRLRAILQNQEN
APOBEC3A inh: human APOBEC3A DNA deaminase inhibition; recombinant A3A, FAM/TAMRA ssDNA deamination fluorescence; P31941; inhibition, % at 20 µM; 330,000 tested, 0.41% active; AID 493011;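 active = at least 40% inhibition at 20 µM here, with at most 30% in a related deaminase screen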;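 also: plate controls were A3A with DMSO for no effect and wells lacking A3A enzyme for full effect; some results filed as inactive read as strong as hits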
NALP3 yeast inh: NALP3 inhibition in yeast. inhibition, % at 10 µM. Yeast reconstituted NLRP3/ASC/caspase-1, beta-gal luminescence, 24 h. AID 2825. 330,000 tested, 0.39% active;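 active = inhibition of 50% or more; inactive = inhibition below 50%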;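 also: plate controls were induced DMSO wells for no effect and uninduced yeast grown without galactose for full effect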
tim10-1 inh: growth inhibitors of tim10-1 mutant yeast | inhibition, % at 20 µM | AID 463190 | 330,000 tested, 2.2% active | S. cerevisiae tim10-1 ts strain growth, BacTiter-Glo, 24 h;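 active = inhibition of at least 40%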;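 also: mutant grown at 25 °C; 0% = DMSO wells with yeast and 100% = wells holding no yeast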
MIN6 prolif: inducers of beta-cell replication in MIN6 cells; 330,000 tested, 0.29% active; MIN6 cells proliferation, ATPlite luminescence, 48 h; cells starved in 0.2% serum; 100% = growth in 10% serum; proliferation, % at 10 µM;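 active = compounds whose signal lies at least 3.5 SD above the mean of all wells on their plate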;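 also: 0% = DMSO-treated cells in low-serum medium and 100% = 10% serum control; some compounds called inactive have numbers as strong as hits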
TIM10 inh: inhibits growth of TIM10 yeast strain | inhibition, % at 10 µM | 330,000 tested, 1.4% active | S. cerevisiae TIM10 strain growth, BacTiter-Glo luminescence, 24 h | AID 463195;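 active = inhibition of 40% or more at the single tested concentration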;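 also: wild-type TIM10 isogenic control strain grown at permissive 25 °C; 0% = DMSO yeast wells and 100% = minimal medium wells without yeast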
mIAP act: mouse IAP activation. muIAP, CDP-Star luminescence, 30 min; stronger effect = higher value; 1 = vehicle-only enzyme signal, 0 = enzyme-free wells. activation factor at 10 µM. 330,000 tested, 0.24% active;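 active = activation factor of at least 2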; also: the source names both 10 and 20 µM as test concentration; values of inactives mirror those of a sister screen read the other way
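also added = chemiluminescent substrate CDP-Star | test system = mouse IAP enzyme | signal = chemiluminescence readout | compound = DMSO-dissolved test compounds | incubation = 30 min at room temperature | benchmarks = DMSO wells, no-enzyme wells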
mIAP block: blocks mouse intestinal alkaline phosphatase; purified mouse IAP, CDP-Star luminescence, 30 min; inhibition, % at 10 µM; 330,000 tested, 0.2% active; AID 2806;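 active = inhibition of at least 40% at 10 µM in the primary screen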;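 also: plate controls were DMSO with enzyme for no effect and no enzyme wells for full effect; values of inactives mirror those of a sister screen read the other way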
An asterisk follows results filed as active; . = no result given. Rows were taken by chance (roughly 4.6% active in at least one column).

SMILES	hIAP block	A3G deaminase	APOBEC3A inh	NALP3 yeast inh	tim10-1 inh	MIN6 prolif	TIM10 inh	mIAP act	mIAP block
CCOC(=O)CCNC(=O)CNC(=O)OCc1ccccc1	-11	-5	-2	14	-13	0	-6	1	0
O=C(c1cc(COc2ccccc2)on1)N1CCCC(OCc2cccnc2)C1 (stereo not given)	0	-8	0	19	11	0	-3	1.1	-8
CCOc1ccc(N(CC(=O)NCCc2ccccc2)C(=O)CCC(=O)Nc2cc(C)ccn2)cc1	3	3	-1	2	-19	0	6	0.99	1
O=C(NC(=S)Nc1ccc2c(c1)OCCO2)c1cccc(Br)c1	-18	-6	-3	20	45*	0	45*	0.89	11
CCn1c(C(=O)O)c(CC(=O)Nc2ccccc2F)c2ccccc21	-21	0	0	-4	8	-3	-2	1	-5
CC(NC(=S)NNS(=O)(=O)c1cccc([N+](=O)[O-])c1)c1ccccc1 (stereo not given)	2	-8	-6	7	-5	-3	0	1.1	-11
CCOC(=O)c1c(NC(=O)CSc2nc3cccnc3n2C)sc(C(C)=O)c1C	15	-10	-4	-1	22	-2	14	0.96	4
CCOc1cc(S(=O)(=O)NCc2ccc3c(c2)OCO3)ccc1F	2	-4	-1	15	6	-2	6	0.94	6
COc1ccc(C2=CC(c3cc(OC)c(OC)c(OC)c3)NC(=S)N2)cc1 (stereo not given)	-7	1	-1	0	15	-1	20	0.91	9
CC(=O)c1ccc(OCC(O)Cn2nnc3ccccc32)cc1 (stereo not given)	-37	-4	-5	15	-5	-1	-10	0.97	3
Cc1ccc(C(=O)NC=C(Cl)Cl)cc1	4	5	3	-7	0	-2	-3	1	-2
COc1ccc(-c2noc(-c3ccc(Cl)cc3)n2)cc1	-16	0	-1	-2	16	1	-1	0.86	14
COc1ccc(NS(=O)(=O)c2cc(NC(=O)[C@H](C)NC(N)=O)ccc2N2CCCC2)cc1	11	-7	-2	8	-5	-2	0	0.93	7
CC(C)CNS(=O)(=O)c1ccc(S(=O)(=O)N2CCN(C3CCCC3)CC2)cc1	9	-5	1	14	-6	-1	17	0.99	1
Cc1ccccc1NC(=O)COc1ccc(S(=O)(=O)N2CCCC2)cc1C	4	-5	0	14	2	3	7	1	-5
Cc1cc(NC(=O)COC(=O)c2ccc(OC(F)(F)F)cc2)no1	-15	-6	-5	22	8	-5	-2	0.94	6
COc1ccc(S(=O)(=O)Nc2ccc(Cl)cn2)c(C)c1C	-15	-4	-3	36	8	-2	-9	0.95	5
CN1C(=O)c2ccc(C(=O)Nc3nccs3)cc2C1=O	-5	-9	-3	5	-2	-2	0	0.96	4
Cc1ccc(Nc2nc(N3CCOCC3)nc(N3CCOCC3)n2)cc1Cl	6	-3	-2	3	2	-4	4	1	-2
CC(=O)c1ccc(S(=O)(=O)N(C)CC(=O)N2CCCCCC2)cc1	-1	-5	1	0	19	-2	-5	0.97	2
Cc1ccc(C(=O)O)cc1NC(=O)CSc1nnc(-c2ccccc2F)n1C1CCCCC1	11	-7	-3	1	12	5	7	0.98	2
COc1ccc(S(=O)(=O)Nc2ccc(S(=O)(=O)N(C)C)cc2)cc1[N+](=O)[O-]	1	1	2	0	4	-1	0	0.94	6
CN1C(C(=O)NCc2ccco2)CC2Cn3c(nc4ccccc43)C21 (stereo not given)	-9	-10	1	12	-24	0	-7	0.99	1
CCOC(=O)C1CCN(c2nc(C)nc3c2oc2ccccc23)CC1	-5	-2	0	0	14	3	8	0.97	3
CC(=O)C12OC1CC1C3CCC4=CC(=O)CCC4(C)C3CCC12C (stereo not given)	8	-7	-5	29	21	2	-1	0.92	8

3 compounds from above with just tim10-1 inh.
mol	tim10-1 inh
CC(C)CNS(=O)(=O)c1ccc(S(=O)(=O)N2CCN(C3CCCC3)CC2)cc1	-6
Cc1ccccc1NC(=O)COc1ccc(S(=O)(=O)N2CCCC2)cc1C	2
Cc1cc(NC(=O)COC(=O)c2ccc(OC(F)(F)F)cc2)no1	8

(further entries)
SMILES	hIAP block	A3G deaminase	APOBEC3A inh	NALP3 yeast inh	tim10-1 inh	MIN6 prolif	TIM10 inh	mIAP act	mIAP block
CC(C)=NOCC(=O)Nn1c(COc2c(C)cccc2C)nc2ccccc2c1=O	4	9	-4	-2	26	0	3	1	-3
O=C1Cc2ccccc2C(c2c(Cl)cccc2Cl)N1 (stereo not given)	14	-7	-7	18	-5	-2	-10	0.9	10
Cc1ccc(C)c(N2CCN(C(=O)c3ccc(NS(=O)(=O)c4c(C)noc4C)cc3)CC2)c1	-4	-2	0	9	13	-2	13	0.99	1
CC(Sc1nncs1)C(=O)NC1CCCCC1C (stereo not given)	8	-2	10	7	-15	-1	14	0.97	3
Cc1ccc(C2=NOC3(CC(=O)N(c4ccc(C)cc4)C3=O)C2)cc1 (stereo not given)	-10	-2	3	10	-1	-1	-2	1.1	-10
Cc1ccc(NC(=S)N/N=C2\CC3CC=CC23)c(C)c1 (stereo not given)	-8	1	6	14	-1	-2	3	0.97	2
CSc1ccccc1NC(=O)CN(C)C(=O)COc1ncnc2ccccc12	3	-5	-1	0	-12	-1	6	0.99	1
COc1ccc(Nc2ncnc3sc(C)cc23)cc1	-5	-2	-1	24	18	3	8	1	-4
O=C(Cn1cncn1)N/N=C/c1ccncc1	-10	-7	-1	25	-26	-1	-15	1.1	-6
Cc1ccc(-c2nc(SCC(=O)c3c(N)n(C4CC4)c(=O)[nH]c3=O)n[nH]2)cc1	-5	7	35	-5	3	1	0	1	-5
O=[N+]([O-])c1cccnc1Oc1ccccc1F	31	-3	-1	-11	-5	1	-5	0.94	6
CCOC(=O)C(C)N1C(=O)S/C(=C/c2cc(C)n(-c3ccccn3)c2C)C1=O (stereo not given)	-15	2	9	29	23	-1	-8	0.77	23
COc1ccc(CCN2C(=O)CCC2(C)C(=O)NCc2cccnc2)cc1OC (stereo not given)	7	-6	-4	18	15	-3	-2	1	0
COC(=O)c1ccccc1NC(=O)CNC(=O)c1ccc(OC)c(OC)c1	3	-5	11	0	10	2	-11	1	-2
COCCOC(=O)/C(=C/c1ccc(OC(=O)c2ccccc2)cc1)C(C)=O	-12	-6	0	25	73*	0	80*	0.95	5
CC(C)c1ccc(C(=O)CC2(O)C(=O)N(CN3CCOCC3)c3ccccc32)cc1 (stereo not given)	-5	-5	-3	10	18	-2	8	0.96	4
CN(C)CCCN(CCCNC(=O)/C=N/O)Cc1ccccc1	5	-6	-2	14	2	0	-7	0.93	7
O=C(O)c1cccc(NC2=C(n3nnc4ccccc43)C(=O)c3ccccc3C2=O)c1	15	-8	-1	0	15	-2	-3	0.87	13
COc1cc2c(c(OC)c1OC)C(c1ccc3c(c1)OCO3)CC(=O)O2 (stereo not given)	.	3	2	.	-1	.	-14	1.1	-11
O=C(NCCCn1ccnc1)c1ccc(Cl)cc1	-19	-3	1	4	-11	-1	-18	1	-1
COC(=O)/C=C(\C)NC(=O)c1ccccc1Cl	-24	-4	2	-19	-3	0	-10	0.94	6
Cc1cc(C)c(NC(=S)NC(CO)(CO)CO)c(C)c1	-8	-9	-2	11	-21	-2	9	0.96	4
CC(C)(C)n1nnnc1C(c1cccnc1)N1CCN(C(=O)c2ccco2)CC1 (stereo not given)	-11	-1	-1	20	-7	-2	-4	1	-3
CC(=O)c1ccc(N2CCN(S(=O)(=O)c3cc4[nH]c(=O)c(=O)[nH]c4cc3C)CC2)cc1	10	-9	-1	0	-14	-1	0	0.94	6
CCOc1ccc2nc(NC(=O)C3CCCN(S(=O)(=O)c4c(C)noc4C)C3)sc2c1 (stereo not given)	0	-3	-2	21	0	-5	0	0.92	8

(next part)
SMILES	hIAP block	A3G deaminase	APOBEC3A inh	NALP3 yeast inh	tim10-1 inh	MIN6 prolif	TIM10 inh	mIAP act	mIAP block
Nc1ccc(N2CCN(c3cccc(Cl)c3)CC2)cc1	18	-7	1	35	-14	0	5	0.95	5
Cc1ccc2cccc(OCCCOc3ccccc3F)c2n1	-8	-1	-1	27	43*	1	22	0.94	6
CC(OC(=O)c1ccc(-c2ccc([N+](=O)[O-])cc2)o1)C(=O)NC(N)=O (stereo not given)	2	-3	2	2	1	2	2	1.1	-6
O=C(Cn1nnc(-c2ccccc2F)n1)Nc1cccc2ncccc12	-1	1	2	9	16	-2	4	0.99	1
Fc1cc(Br)cc(F)c1NC(=S)N1CCOCC1	1	0	1	16	3	4	5	0.96	4
COc1ccc(/C(C)=N/N2C(C)CCCC2C)c(OC)c1 (stereo not given)	-7	-3	-2	-22	21	3	13	0.97	3
COCCN(C(=O)COC(=O)c1ccc(C)s1)c1c(N)n(Cc2ccccc2)c(=O)[nH]c1=O	-5	-11	-1	31	2	7	-1	0.91	9
CC(C)(C)C(=O)NC1(C(F)(F)F)C(=O)Nc2c1c(=O)[nH]c(=O)n2Cc1ccco1 (stereo not given)	-35	-7	-8	6	4	-1	2	1.1	-12
CCC(CC)c1nn2c(N)c(/C=C3\C(C)=Nc4ccccc43)c(=O)nc2s1	7	8	2	17	13	-2	-15	0.89	11
CC1(C)Cc2cccc(OCC(O)CNCc3ccccn3)c2O1 (stereo not given)	-20	0	-2	10	12	4	-1	1	-2
O=C(Nc1ccccc1C(=O)O)c1cc(S(=O)(=O)N2CCOCC2)c(Br)s1	-6	-8	-1	-5	5	-3	13	0.88	12
N#CCSc1nc2ccc(N3CCOCC3)cc2c(=O)n1CCc1ccccc1	12	0	-1	11	38	-4	3	0.79	22
O=C(CCCOc1ccccc1)NN1C(=O)NC2(CCCCC2)C1=O	-2	1	3	-4	-9	-5	4	0.97	3
CCCc1nnc(SCC(=O)N2C(C)CCCC2C)n1CC (stereo not given)	4	-7	1	8	-4	-2	-1	1	0
Nc1ccccc1Sc1ccc(C(F)(F)F)cc1[N+](=O)[O-]	-15	-7	-2	4	40*	-1	28	0.87	13
O=C(COC(=O)C12CC3CC(CC(Cl)(C3)C1)C2)Nc1ccc2[nH]c(=O)[nH]c2c1	4	-8	-4	10	2	-1	1	1.2	-16
COc1cc(C2Nc3ccccc3C(=O)N2c2ccccc2OC)ccc1O (stereo not given)	-4	-3	-1	-32	22	-2	13	0.96	4
COc1ccc(NC(C)=O)cc1NC(=O)c1ccc(Cl)cc1	-12	-4	5	18	2	-1	9	0.97	3
Cc1ccc(S(=O)(=O)N2CCC(C(=O)C3C(=O)CCCC3=O)CC2)cc1	-1	-6	-3	18	-1	0	1	0.9	10
CCOc1cc(/C=C2\CCn3c2nc2cc(Cl)ccc2c3=O)ccc1O	11	-33	-7	33	13	-2	16	0.88	12
COc1cc(Cn2c(N)c(C#N)c3nc4ccccc4nc32)cc(OC)c1	-2	-2	-5	5	19	2	-8	1.1	-13
CC(C)CC1(C)NC(=O)N(CC(=O)Nc2ccc(F)c(F)c2F)C1=O (stereo not given)	-13	2	2	5	-18	-3	-2	0.96	4
COc1cc(OC)cc(C(=O)OC(C)C(=O)NC2CCCc3ccccc32)c1 (stereo not given)	-9	-8	-3	6	4	8	-7	1.1	-10
CC(C)Oc1ccc(CCNC(=O)C2CCC(=O)N(Cc3cccc(F)c3)C2)cc1 (stereo not given)	0	9	2	21	3	-1	7	1.1	-6
CCOC(CNC(=O)CN1C(=O)COc2ccc(S(=O)(=O)N3CCOCC3)cc21)OCC	0	19	6	20	-5	-6	9	1.1	-8
COc1ccc(OCc2cc(C(=O)N3CCCC(OC)C3)no2)c2ccccc12 (stereo not given)	-16	0	-4	17	17	-2	8	0.94	6
COc1ccc(CCNC(=O)CSc2ccccn2)cc1OC	4	-14	5	-3	1	0	-15	0.94	6
